# TNAP inh no acc: inhibitors of human TNAP without phosphate acceptor | AID 1012 | inhibition, % at 20 µM | purified TNAP, CDP-star luminescence, 30 min | 0.26% of 200,000 active;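 active = tissue-nonspecific alkaline phosphatase inhibition above about 50% at 20 µM in the single-dose screen, limit read from the data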;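 note: 0% = DMSO negative control and 100% = EDTA positive control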
# Target sequence (P05186 whole entry, looked up): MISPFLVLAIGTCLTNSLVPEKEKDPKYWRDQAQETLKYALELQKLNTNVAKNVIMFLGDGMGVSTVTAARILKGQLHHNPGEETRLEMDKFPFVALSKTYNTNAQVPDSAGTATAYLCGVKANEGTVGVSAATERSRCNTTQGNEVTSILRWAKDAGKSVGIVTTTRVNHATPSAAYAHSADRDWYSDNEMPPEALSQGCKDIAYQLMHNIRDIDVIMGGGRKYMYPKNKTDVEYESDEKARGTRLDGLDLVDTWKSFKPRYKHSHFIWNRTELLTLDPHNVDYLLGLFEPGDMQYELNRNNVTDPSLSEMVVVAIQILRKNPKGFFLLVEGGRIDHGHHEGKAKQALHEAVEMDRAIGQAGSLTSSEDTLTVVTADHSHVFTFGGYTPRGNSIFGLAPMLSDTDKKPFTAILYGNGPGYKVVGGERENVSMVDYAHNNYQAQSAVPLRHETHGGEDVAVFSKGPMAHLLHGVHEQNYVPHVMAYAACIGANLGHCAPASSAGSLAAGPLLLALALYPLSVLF
# TNAP inh hiacc: blocks human TNAP under high phosphate acceptor concentration; P05186; purified TNAP, CDP-star luminescence, 1 M DEA; inhibition, % at 20 µM; 0.03% of 200,000 active; AID 1135;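 active = over 50% inhibition of tissue-nonspecific alkaline phosphatase at 20 µM in the single-dose screen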;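 note: plate controls were DMSO wells for no effect and EDTA-quenched wells as full inhibition for full effect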
# Efa HMGR inh: inhibitors of class II HMG-CoA reductase from Enterococcus faecalis | purified E. faecalis HMGR, NADPH absorbance 340 nm kinetic | inhibition, % at 10 µM | 0.41% of 190,000 active | AID 1066;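 active = inhibition above a set limit, the median over all tested compounds plus 3 SD, cut at about 9.5% in these data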;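 note: enzyme runs in reverse so mevalonate oxidation gives rising NADPH absorbance; 0% = complete reaction with DMSO and 100% = background rate lacking mevalonate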
# Diaphorase inh: inhibits diaphorase or chemically oxidizes, flagging diaphorase assay artifacts; diaphorase resazurin-to-resorufin fluorescence, NADH, 16 min; bacterial (C. kluyveri) enzyme, not human; inhibition, % at 20 µM; 0.69% of 190,000 active; AID 1217;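 active = primary screen inhibition at 20 µM above a set limit, cut at about 50% in these data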;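 note: plate controls were DMSO with full reaction for no effect and wells lacking NADH for full effect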
#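 Test system: Clostridium kluyveri diaphorase enzyme / Quantity: diaphorase at 0.14 U/mL in enzyme working solution / Incubation: 16-min room-temperature incubation before reading / Benchmarks: NADH-free wells as positive control, DMSO-only neutral wells / Signal: resorufin fluorescence 544/590 nm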
# Diaphorase act: diaphorase activation or chemical reduction counter-screen. AID 1229. activation factor at 20 µM. 0.005% of 190,000 active. Diaphorase/resazurin coupled assay, resorufin fluorescence, 16 min; active compounds read high; 1 = vehicle wells, 0 = NADH-free wells;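 active = diaphorase activity raised at least twofold by the compound at 20 µM; inactive = activation factor below 2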
#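 Assay system: bacterial diaphorase enzyme (C. kluyveri) / Input: enzyme 0.07 U/mL final / Medium: 50 mM HEPES pH 7.4 with 4.542 mM MgCl2, 0.005% Tween 20 / Doses: single compound dose of 20 µM, 1% DMSO final / Incubation: 16 min enzyme reaction, ambient temperature / Signal: fluorescence, excitation 544 nm and emission 590 nm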
# PMI act: activators of human phosphomannose isomerase; activation factor at 20 µM; AID 1214; P34949; purified human PMI, coupled resazurin fluorescence, 20 min; active compounds read high; 1 = vehicle control, 0 substrate-free wells; 0.005% of 190,000 active;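 active = activation factor of 2 or more at 20 µM, relative to plate controls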
# PMI act hi M6P: PMI (human) activation, high substrate; activation factor at 20 µM; coupled PMI enzyme assay, resazurin fluorescence, 20 min; active compounds read high; 1 = untreated enzyme, 0 = substrate-free blank; AID 1216; P34949; 0.34% of 190,000 active;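 active = activation factor of 2 or more at 20 µM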
#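 Test system: human phosphomannose isomerase with PGI, G6PDH, diaphorase coupling enzymes; Amount: PMI at 15 ng/mL final; Reagent: Mannose-6-phosphate 1.0 mM (near-saturating) plus 0.22 mM NADP+; Timing: 20 min, room temperature; Technique: resorufin fluorescence at Ex 544/Em 590 nm; Dosing: 20 µM single dose.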
# FLuc act counter: affects firefly luciferase, flagging false hits in luciferase stimulation screens. P08659. ATPlite luciferase biochemical, luminescence, 10 min; 0 = ATP-free wells, 1 = DMSO control. activation factor at 10 µM. 200,000 tested, under 10 active. AID 1027;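 active = luciferase activation factor, scaled between plate controls, of at least 2 with compound at 10 µM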
# Target sequence (P08659 whole entry, looked up): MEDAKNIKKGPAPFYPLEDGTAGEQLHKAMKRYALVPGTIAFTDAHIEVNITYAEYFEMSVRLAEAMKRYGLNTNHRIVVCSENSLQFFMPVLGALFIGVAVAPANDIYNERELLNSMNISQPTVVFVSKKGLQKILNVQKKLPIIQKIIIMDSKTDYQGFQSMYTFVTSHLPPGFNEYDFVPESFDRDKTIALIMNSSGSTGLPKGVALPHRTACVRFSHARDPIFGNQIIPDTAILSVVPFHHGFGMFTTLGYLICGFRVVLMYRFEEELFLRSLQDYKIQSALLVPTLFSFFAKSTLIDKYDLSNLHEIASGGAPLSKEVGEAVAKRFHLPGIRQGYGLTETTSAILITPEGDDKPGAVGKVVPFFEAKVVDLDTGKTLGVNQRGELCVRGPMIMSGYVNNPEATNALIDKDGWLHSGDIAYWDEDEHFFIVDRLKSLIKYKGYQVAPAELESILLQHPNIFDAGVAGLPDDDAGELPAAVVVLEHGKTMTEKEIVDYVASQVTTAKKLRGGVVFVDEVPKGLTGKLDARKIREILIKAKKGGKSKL
#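 Assay system: Luciferase/luciferin reagent mix; Medium: PBS as buffer for the ATP substrate; Dosing: test compounds dosed from 2 mM stocks in 100% DMSO; Times: 10 min, room temperature; Signal: luminescence from luciferase reaction; Read-out: luciferase activation; Controls: No-ATP low control, compound-free enzyme-plus-ATP high control.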
# TNAP act hiacc: increases human TNAP activity under high phosphate acceptor concentration; purified TNAP, CDP-star luminescence, 1 M DEA, 30 min; active compounds read high; 0 = EDTA background, 1 = DMSO-only activity; 200,000 tested, under 10 active; activation factor at 20 µM; P05186;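 active = activation factor at least 2 at 20 µM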
#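 system = human TNAP | amount = enzyme diluted 1/800 final | reagent = 100 µM CDP-star substrate | signal = luminescent substrate turnover signal | dosing = one dose, 20 µM | benchmarks = EDTA negative control, DMSO positive control | measure = activation factor | timing = 30 min reaction, room temperature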
# G6PDH CS: counter-screen for G6PDH assay hits: L. mesenteroides G6PDH inhibition; 0.12% of 200,000 active; Purified L. mesenteroides G6PDH, diaphorase/resazurin coupled fluorescence, 45 min; inhibition, % at 5 µM; AID 1020; in the data active = inhibition above about 50%
# * marks the source's active call; other numbers are inactive results; x = not tested or not shown. This is a random part of the collection. Share with any hit: about 1.7%.
# The opening 5 compounds, ahead of the listing:
SMILES,TNAP inh no acc,TNAP inh hiacc,Efa HMGR inh,Diaphorase inh,Diaphorase act,PMI act,PMI act hi M6P,FLuc act counter,TNAP act hiacc,G6PDH CS
CC(=O)Nc1ccc(C(C#N)c2ccccc2)cc1 (stereo unspecified),-6,-2,-1,3,1,0.9,1,1,1,11
O=C(CSc1ccc(-c2ccccc2)nn1)NCC1CCCO1 (stereo unspecified),5,-2,-4,-8,1.1,1.2,1.1,0.9,1,9
CCOC(=O)c1c(NC(=O)CN2C(=O)NC3(CCC(CC)CC3)C2=O)sc(C)c1-c1ccc(C)cc1 (stereo unspecified),-16,-1,-6,14,0.9,0.8,0.8,1,1,-4
O=C(NCc1ccco1)/C(=C/c1ccco1)NC(=O)c1ccc(Br)o1,-16,0,1,20,0.8,1.3,1.1,1.1,1,1
Cc1cccc(Cn2cccc2/C=C2/C(=N)N3C=CSC3=NC2=O)c1,4,6,-4,19,0.8,0.8,0.8,1,0.9,-20

# The list itself, from the start:
SMILES,TNAP inh no acc,TNAP inh hiacc,Efa HMGR inh,Diaphorase inh,Diaphorase act,PMI act,PMI act hi M6P,FLuc act counter,TNAP act hiacc,G6PDH CS
CC(=O)Nc1ccc(C(C#N)c2ccccc2)cc1 (stereo unspecified),-6,-2,-1,3,1,0.9,1,1,1,11
O=C(CSc1ccc(-c2ccccc2)nn1)NCC1CCCO1 (stereo unspecified),5,-2,-4,-8,1.1,1.2,1.1,0.9,1,9
CCOC(=O)c1c(NC(=O)CN2C(=O)NC3(CCC(CC)CC3)C2=O)sc(C)c1-c1ccc(C)cc1 (stereo unspecified),-16,-1,-6,14,0.9,0.8,0.8,1,1,-4
O=C(NCc1ccco1)/C(=C/c1ccco1)NC(=O)c1ccc(Br)o1,-16,0,1,20,0.8,1.3,1.1,1.1,1,1
Cc1cccc(Cn2cccc2/C=C2/C(=N)N3C=CSC3=NC2=O)c1,4,6,-4,19,0.8,0.8,0.8,1,0.9,-20
O=C(Nc1cccc2ccccc12)/C(=C/c1ccc([N+](=O)[O-])cc1)NC(=O)c1ccccc1,-8,-3,-4,2,1,1,1,1,1,0
COc1ccc(OC)c(C2CC(=O)N3CN(c4cccc(Cl)c4C)CSC3=C2C#N)c1 (stereo unspecified),12,-1,x,52*,0.5,0.5,0.9,1,1,7
CN(C)/C=C/C(=O)c1ccc(Cl)cc1Cl,-9,-4,-3,-1,1,1,1,1,1,1
Cc1ccc(C(=O)Nc2ccc(Cl)cc2C)c(Cl)c1,-9,-2,-3,-4,1,1.1,1,0.2,1,-2
Cc1ccc(-c2cc(C(F)F)n3ncc(C(=O)Nc4c(C)nn(Cc5c(Cl)cccc5Cl)c4C)c3n2)cc1,-3,-3,1,20,0.8,0.8,0.9,1.1,1,2
Cc1cc(C)cc(OCc2nc(-c3cccnc3)no2)c1,-5,-4,0,x,x,x,x,1,1,8
Cc1cc2nc(N)sc2cc1C,-9,-3,0,0,1,1,1,0.6,1,-6
Cc1ccc(NC(=O)COC(=O)c2sccc2C)cc1S(=O)(=O)N1CCOCC1,-12,-3,-13,-3,1,1.1,1.3,1,1,1
O=C(O)CCCCCCC1C(=O)NC(=O)N1CCC(O)C1CCCCC1 (stereo unspecified),2,0,17*,2,1,1,1,1,1,21
Nc1ccc(Br)cc1C(=O)O,-15,3,-4,10,0.9,0.9,1,1,1,15
CCOc1ccc(-c2ccc(SCC(=O)N3CCOCC3)nn2)cc1,-7,-4,-2,-15,1.2,1,1,0.2,1,2
Cc1ccc(C)c(S(=O)(=O)N2C(=S)NC(=O)C2CC(C)C)c1 (stereo unspecified),-4,1,-2,11,0.9,0.9,0.9,1,1,3
Cc1ccc2[nH]c(=O)c(CN(CC3CCCO3)S(=O)(=O)c3c(C)ccc4nsnc34)cc2c1 (stereo unspecified),0,-4,0,25,0.8,1,0.9,1.1,1,10
COC(=O)Nc1c(-c2ccccc2)nc2ccc(C)cn12,-6,-3,-2,6,0.9,1,1,1,1,6
COc1ccc(C(C)N2CC34C=CC(O3)C(C(=O)OCC(C)C)C4C2=O)cc1 (stereo unspecified),-14,0,-2,5,0.9,0.9,0.9,1.1,1,-15
COc1cc(CNc2ccc3c(c2)CCC3)cc(OC)c1O,-7,-2,-4,56*,0.4,0.6,0.7,1,1,-42
Cc1ccc(-n2c(SCC(=O)NCc3cccs3)nnc2-c2ccoc2C)cc1,-10,-6,-6,18,0.8,1,1,1,1.1,2
O=C(CN(C(=O)CSc1nc2ccccc2o1)c1cccc(F)c1)NC1CCCCC1,-8,-2,-3,4,1,0.9,0.9,1,1,12
O=c1[nH]c(SCc2ccccc2F)nc2ccccc12,-6,-3,-6,-3,1,1,1,1,1,9
Cc1onc(-c2ccccc2)c1C(=O)NCCc1ccc(S(N)(=O)=O)cc1,-1,7,-5,6,0.9,1,1,1,0.9,5

# Next part.
SMILES,TNAP inh no acc,TNAP inh hiacc,Efa HMGR inh,Diaphorase inh,Diaphorase act,PMI act,PMI act hi M6P,FLuc act counter,TNAP act hiacc,G6PDH CS
C#CCOCCOCCOCCNc1nc(N2CCN(C(=O)[C@H](CCC(=O)O)n3cc(C(N)CO)nn3)CC2)nc(N2CCN(C(=O)[C@H](Cc3ccc(O)cc3)n3cc(C(N)[C@H](C)CC)nn3)CC2)n1 (stereo partly specified),-8,-7,-5,0,1,1.1,1.1,1.1,1.1,11
CON(C)S(=O)(=O)c1ccc2c(c1)NC(=O)C1CCCN21 (stereo unspecified),-10,1,-4,6,0.9,1.2,1.6,1,1,8
O=C(CSc1nnc(NCc2ccccc2)s1)N1CCOCC1,-5,0,-4,-7,1.1,1.1,1,0.9,1,6
Cc1ccc(NC(=O)C(=O)Nc2ccc(C)cn2)nc1,-29,-3,0,14,0.9,1,0.9,1,1,1
C=CCNC(=O)c1sc(SC)cc1-c1ccc(Cl)cc1,-10,0,-1,20,0.8,0.8,0.8,1,1,-2
NC(N)=NC1=NC(=O)C(Cc2ccccc2)S1 (stereo unspecified),-2,-5,-2,x,x,x,x,1,1.1,19
Cc1cc(NC(=O)COC(=O)COc2ccc(Cl)cc2C)c([N+](=O)[O-])cc1C,1,-1,-2,16,0.8,0.9,0.9,1,1,-9
CCOC(=O)N1CCN(C(=O)Cc2cccc3ccccc23)CC1,-7,-5,0,10,0.9,1,0.9,1.1,1.1,13
O=C(Nc1cccc([N+](=O)[O-])c1)c1ccc2c(c1)OCO2,-8,-2,-2,14,0.9,1,0.9,0.9,1,4
Cc1cc(N2CCN(c3nc(-c4ccccc4)cs3)CC2)c2ccccc2n1,-8,-4,-4,-5,1.1,1,1,1.1,1,-4
CC1(C)CC(=O)C2=C(C1)OC(N)=C([N+](=O)[O-])C2c1ccc(C#N)s1 (stereo unspecified),-2,3,5,30,0.7,0.8,0.7,1,1,16
CC(C)Cn1c(SC(C)C(=O)Nc2ccc(N3CCOCC3)cc2)nc2ccccc21 (stereo unspecified),-6,2,-1,15,0.9,0.9,0.9,1,1,-14
O=C(NCCc1cccc(Cl)c1)c1cccnc1,-4,-1,3,7,0.9,0.9,0.9,1,1,16
O=C(O)CSCc1cnn(-c2ccccc2)c1-n1cccc1,-11,-1,5,9,0.9,1.3,1.3,1.1,1,1
CCOC(=O)N1CCC(C(=O)Nc2ccc(OCC)cc2)CC1,-4,-5,-8,-6,1.1,1,1,1.1,1,-1
CCCCNC1=NCCS1,-10,4,2,-1,1,1,1,1,1,1
CCCn1c(=O)c2ccccc2n2c(SCCOc3ccccc3)nnc12,-4,-2,-6,13,0.9,1,1,1.1,1,5
COC(=O)c1sc2nc(-c3ccccc3)nc(N3CCN(C)CC3)c2c1C,-3,-4,-6,-9,1.1,0.9,1,1,1,5
CC1CCCC(NC(=O)C2CCN(S(=O)(=O)N3CCCCCC3)CC2)C1C (stereo unspecified),-2,0,2,-1,1,1.1,1,1.1,1,2
O=C(COc1ccc2ccccc2c1Br)Nn1cnnc1,-14,-6,-3,10,0.9,0.9,1,1.1,1.1,-9
Cc1oncc1C(=O)NC(C)C,-13,-5,-1,14,0.9,1,1,1.1,1.1,6
COc1cccc(NC(=O)Nc2cccn(Cc3ccc(C)cc3)c2=O)c1,-4,-3,-1,10,0.9,0.8,0.8,1,1,10
CN(C)CCCN(C(=O)c1ccc(S(=O)(=O)N(C)C)cc1)c1nc2cc3c(cc2s1)OCO3,-4,-4,-4,6,0.9,1,0.9,1.1,1,0
CC1CCCCN1C/C=C/c1ccccc1[N+](=O)[O-] (stereo unspecified),-14,-8,-6,8,0.9,1,1,1.1,1.1,3
Cc1ccc(Cl)cc1NS(=O)(=O)c1c(C)[nH]c(=O)[nH]c1=O,8,-4,-4,6,0.9,0.9,0.9,1.1,1,-11

# (more compounds)
SMILES,TNAP inh no acc,TNAP inh hiacc,Efa HMGR inh,Diaphorase inh,Diaphorase act,PMI act,PMI act hi M6P,FLuc act counter,TNAP act hiacc,G6PDH CS
COCc1cc(=O)[nH]c(SCC(=O)Nc2ccccc2)n1,-8,-11,-7,19,0.8,1.1,1,1.1,1.1,9
COC(=O)C1=C(CSc2nc3c(cc2C#N)CN(C)CC3)OC(N)=C(C#N)C1c1ccc(F)cc1 (stereo unspecified),-8,3,14*,36,0.6,0.8,0.7,1.1,1,15
Cc1nc2c(-c3ccc(F)cc3)c(C)nn2c(C)c1CCC(=O)N1CCN(c2ccccn2)CC1,-10,-4,-2,24,0.8,0.8,0.6,1,1,6
OC(CSc1ccc(F)cc1)CN1CCN(c2ccccc2)CC1 (stereo unspecified),3,-7,-1,-10,1.1,1.2,1.1,1,1.1,1
C=CCN1C(=NC(=O)CCC)SC2CS(=O)(=O)CC21 (stereo unspecified),-6,-4,-6,-5,1.1,1,1.1,1.1,1,7
O=C(CCc1ccccc1)NNC(=S)NC(=O)c1ccc(Cl)cc1,-4,1,-6,36,0.6,1.1,1.2,1.1,1,1
COCCn1cc(C(=S)N2CCOCC2)c2ccccc21,-13,0,-5,0,1,1,1.1,1,1,7
CCCCn1ccc(=O)c2c(C(F)(F)F)nccc21,-5,-5,-7,13,0.9,1,1,1.1,1.1,4
COc1ccccc1NC(=O)CSc1nnnn1-c1ccc(C(=O)O)cc1,-4,-6,1,1,1,1.1,1.1,1,1.1,5

# Screening results from PubChem BioAssay.
